Compound activity (PubChem BioAssay)
T cell HTS = modulates CD8 T cell binding to vesicles | 2C CD8+ T cell-vesicle binding, flow cytometry; stronger effect = lower value | calls only at 7 µM | hit rate 0.068% among 330,000 | AID 2052;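 active means response, share of CD8 T cells binding vesicles, and their 90th percentile fluorescence all below set limits, cut at about 80% in these data, passing the limit was not always enough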
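Incubation: binding step 1.5 h, 37 °C, antibody labelling 20 min, ice; system: murine 2C transgenic CD8+ T lymphocytes; technique: cytometric PE anti-B7-1 and Alexa647 anti-CD8 signals after 1% paraformaldehyde fixation; also added: QL9-charged Drosophila Ld/ICAM-1/B7-1 vesicles; control set: naked versus QL9-loaded vesicles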
GPR55 activation = selective activators of receptor GPR55 – imaging, U2OS cells, beta-arrestin-GFP redistribution, primary screen (AID 1961); hit rate 0.048% among 290,000; U2OS GPR55 beta-arrestin-GFP redistribution imaging; higher % means a stronger effect; activation, % at 10 µM, or EC50 in µM where a hit was titrated;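 active means activation above 40% with more than 50 cells counted in the well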;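 further: U2OS osteosarcoma cells stably expressing GPR55 and beta-arrestin-GFP; plate controls were DMSO negative control for no effect and LPI positive control for full effect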
NTR1 agonist = agonists of NTR1, primary screen, imaging, U2OS cells, beta-arrestin-GFP, high content (AID 493036); P30989; NTR1-U2OS beta-arrestin-GFP spot imaging, agonist mode; activation, % at 20 µM; hit rate 0.17% among 330,000;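 active means activation at or above 40% of the spot to cytoplasm intensity ratio, with at least 20 cells analyzed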;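 further: 0% = DMSO without peptide and 100% = 100 nM NTR1 peptide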
Target sequence (P30989 whole entry, looked up): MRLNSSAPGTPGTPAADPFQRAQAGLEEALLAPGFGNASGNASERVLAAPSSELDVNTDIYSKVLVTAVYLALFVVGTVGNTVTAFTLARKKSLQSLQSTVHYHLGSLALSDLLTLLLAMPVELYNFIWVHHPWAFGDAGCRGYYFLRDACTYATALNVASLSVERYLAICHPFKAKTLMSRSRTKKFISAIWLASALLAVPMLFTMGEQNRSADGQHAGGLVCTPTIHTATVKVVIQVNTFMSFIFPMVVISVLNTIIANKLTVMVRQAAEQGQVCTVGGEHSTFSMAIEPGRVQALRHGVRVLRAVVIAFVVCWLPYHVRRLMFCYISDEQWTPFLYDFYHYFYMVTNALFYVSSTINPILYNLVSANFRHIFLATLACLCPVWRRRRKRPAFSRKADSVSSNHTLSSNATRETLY
KOR beta-arrestin-1 = KOR antagonists, beta-arrestin recruitment, cell-based, luminescence, uHTS (AID 1778). hit rate 0.091% among 290,000. one-dose inhibition, % at 10 µM; IC50 in µM for titrated hits. KOR beta-arrestin recruitment, luminescence, antagonist mode; higher % means a stronger effect; further: strong numbers were not always called active
GPR55 LPI antagonism = inhibition of LPI-stimulated GPR55 beta-arrestin translocation – imaging, U2OS, beta-arrestin-GFP, LPI agonist, primary screen (AID 2013); inhibition, % at 10 µM; hits with a dose series show IC50 in µM; U2OS GPR55 beta-arrestin-GFP translocation imaging, LPI antagonism; higher % means a stronger effect; hit rate 0.13% among 290,000;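 active means spots per cell inhibited over 60%, with over 100 cells counted and total cytoplasm intensity under 500,000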;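 further: U2OS cells stably carrying GPR55 and arrestin-GFP stimulated by 5 µM LPI near EC80; imaged beta-arrestin-GFP aggregate spots per cell after agonist stimulation; plate controls were LPI-stimulated DMSO wells for no effect and DMSO wells without LPI for full effect; some results filed as inactive read as strong as hits; confirmed hits need IC50 under 10 µM and bright autofluorescent wells are also inconclusive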
HEK293 NOD2/NF-kB = inhibition of NOD2-driven NF-kB reporter – cell-based, luminescence, uHTS, HEK293 (AID 1566); hit rate 0.63% among 290,000; one-dose inhibition, % at 4 µM; EC50 in µM for titrated hits; HEK293 NOD2/NF-kB luciferase reporter, luminescence; higher % means a stronger effect; further: many of its hits are not listed in these tables
KOR beta-arrestin-2 = KOR agonists, beta-arrestin recruitment, primary screen, cell-based, luminescence, uHTS (AID 1777); KOR beta-arrestin recruitment, luminescence; higher % means a stronger effect; activation, % at 10 µM, or EC50 in µM where a hit was titrated; hit rate 0.02% among 280,000; in the data active means activation above about 50%, passing the limit was not always enough; further: a part of the inactive calls stands beside numbers as strong as those of hits
NOD1 NF-kB reporter = inhibition of NOD1-driven NF-kB reporter – cell-based, luminescence, uHTS, primary screen (AID 1578) | NOD1-driven NF-kB luciferase reporter cells, luminescence; higher % means a stronger effect | inhibition, % at 4 µM; hits with a dose series show EC50 in µM | hit rate 1% among 290,000; in the data active means inhibition mostly above about 36%, no sharp cut-off; inactive means mostly below about 34%;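 further: HEK-293T reporter cells stimulated with the NOD1 agonist gamma-tri-DAP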
Myeloid diff MLP = myeloid differentiation induction | ER-HoxA9 myeloid progenitors, lysozyme-GFP differentiation, flow cytometry | calls only at 10 µM | hit rate 1% among 360,000;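 active means normalized GFP-positive differentiation at or above the plate's own cutoff, the solvent-only control mean plus 3 SD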;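 further: cells exposed to compound for four days before flow analysis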
T cell HTS vesicle-bound % = further read-out of T cell HTS, marked with its call; double positive events, %; measured here: CD8+ vesicle-bound cell fraction;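 binding gate set so that unloaded-vesicle control wells show 10% double positive cells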
NTR1 agonist cell count 20 µM = also measured in NTR1 agonist; calls as there; cell count; measured here: cell count, cytotoxicity flag
Myeloid diff MLP GFP+ MAC1+ % = second read-out of Myeloid diff MLP, no call of its own (marks repeat the call); GFP+ MAC1+ double positive, %; measured here: differentiation confirmed by MAC1 staining
* marks the source's active call; other numbers are inactive results; i = inactive; / = no result given; + = active, no number; [ ] = remark or other dose. Unless noted, no stated cut-off is given here; in the data, active means inhibition above about 50%; inactive means the rest. This is a subset, so the mix of outcomes need not match the whole.

entry	smiles	Myeloid diff MLP GFP+ MAC1+ %	NTR1 agonist cell count 20 µM	NOD1 NF-kB reporter	T cell HTS vesicle-bound %	Myeloid diff MLP	GPR55 activation
1	CC(Oc1ccc(Cl)cc1Cl)C(=O)NCCCN1CCOCC1 (configuration not stated)	2.4	42	9%	32	i	-0.2%
2	CC1(C)Cc2noc(N)c2C(C)(C)N1OC(=O)c1scc2c1OCCO2	0.4	56	3%	39	i	0.0%
3	Cc1cccc(NC(=O)Nc2ccccn2)c1C	0.3	66	-4%	32	i	0.0%
4	O=C(NN1C(=O)c2ccccc2C1=O)c1ccccc1[N+](=O)[O-]	0.7	44	6%	23	i	-0.4%
5	COc1ccc(CC(=O)NNC(=O)c2ccc(NC(C)=O)cc2)cc1	0.9	31	-17%	51	i	-0.1%
6	CCN1CCN(c2nc(Nc3ccc(C)c(C)c3)nc(N)c2[N+](=O)[O-])CC1	0.8	75	-33%	39	i	-0.1%
7	CCC(Sc1nc2n[nH]c(C)c2c(=N)n1-c1cc(Cl)ccc1C)C(=O)N1CCOCC1 (configuration not stated)	1.2	50	-11%	45	i	-0.1%
8	CCOC(=O)C1=C(COC(=O)Cc2ccc(Br)cc2)NC(=O)NC1C (configuration not stated)	1.1	72	-32%	30	i	0.3%
9	N#CCSc1ncnc2c1cnn2CCO	0.8	50	-16%	5	i	0.0%
10	COc1cccc(C(=O)CSc2nnnn2C)c1	1.4	61	-6%	36	i	0.0%
11	COc1cc(/C=C/C(=O)Nc2ccc3nc4n(c(=O)c3c2)CCCC4)cc(OC)c1OC	1.0	33	18%	33	i	-0.2%
12	Cc1cc(C)c(C)c(S(=O)(=O)NCC(=O)Nc2ccc(F)cc2)c1C	0.3	50	16%	10	i	0.3%

entry	NTR1 agonist	KOR beta-arrestin-1	HEK293 NOD2/NF-kB	GPR55 LPI antagonism	T cell HTS	KOR beta-arrestin-2
1	2.8	-45%	1%	10%	i	13%
2	1.5	21%	15%	13%	i	-2.7%
3	1.7	21%	-34%	-12%	i	1.6%
4	-0.7	18%	12%	-2%	i	-3.6%
5	-0.6	-41%[20 µM]	1%	6%	i	-0.4%
6	-0.4	-27%	-15%	4%	i	0.5%
7	0.8	3%	24%	-9%	i	-4.9%
8	0.7	-14%	8%	-16%	i	2.1%
9	0.1	-20%	10%	11%	i	2.0%
10	-1.9	11%	13%	14%	i	6.8%
11	2.1	-14%	29%	1%	i	-3.3%
12	1.3	-38%	20%	-10%	i	4.6%

An excerpt from above, limited to NTR1 agonist:
entry | SMILES | NTR1 agonist
7 | CCC(Sc1nc2n[nH]c(C)c2c(=N)n1-c1cc(Cl)ccc1C)C(=O)N1CCOCC1 (configuration not stated) | 0.8
8 | CCOC(=O)C1=C(COC(=O)Cc2ccc(Br)cc2)NC(=O)NC1C (configuration not stated) | 0.7
4 | O=C(NN1C(=O)c2ccccc2C1=O)c1ccccc1[N+](=O)[O-] | -0.7
6 | CCN1CCN(c2nc(Nc3ccc(C)c(C)c3)nc(N)c2[N+](=O)[O-])CC1 | -0.4
1 | CC(Oc1ccc(Cl)cc1Cl)C(=O)NCCCN1CCOCC1 (configuration not stated) | 2.8

(cont.)
entry	smiles	Myeloid diff MLP GFP+ MAC1+ %	NTR1 agonist cell count 20 µM	NOD1 NF-kB reporter	T cell HTS vesicle-bound %	Myeloid diff MLP	GPR55 activation
13	CC(C)Cc1nnc(NC(=O)CCC(=O)Nc2ccc(Cl)cc2)s1	1.0	49	-15%	21	i	-0.2%
14	CCn1nc(CC(C)C)cc1C(=O)N1CCCC(Nc2ccc(OC)cc2)C1 (configuration not stated)	0.9	54	-23%	54	i	0.1%
15	Cc1ccc(S(=O)(=O)N2CCC(=O)N(C(COCc3ccc(C(F)(F)F)cc3)Cc3ccccc3)CC2)cc1 (configuration not stated)	1.4	57	-25%	22	i	1.5%
16	O=c1ccc(OCCOc2ccccc2)nn1-c1ccccc1	0.4	74	-28%	13	i	0.0%
17	COC(=O)c1[nH]nc2c1C(=O)N(C1CCCCC1)C2=O	0.1	62	-5%	36	i	0.3%
18	Cc1cc(-c2nnc(SCC(=O)N3C(C)CCCC3C)o2)no1 (configuration not stated)	6.2	54	-17%	11	i	0.2%
19	O=C(CSc1nc2ccccc2o1)Nc1ccc(N2CCOCC2)c(Cl)c1	6.5	62	-26%	10	i	-0.2%
20	CCCCn1c(NC(=O)c2ccccc2Cl)c(C#N)c2nc3ccccc3nc21	7.2*	84	20%	26	+	-0.1%
21	O=C(Nc1ccc(N2CCCCCC2)cc1)c1ccccc1Cl	0.0	20	-34%	50	i	-0.1%
22	CCCCCCSC1=C(C#N)C(=O)NC2(CCCCC2)S1	0.6	92	-39%	26	i	-0.2%
23	CCC1Oc2ccccc2N(CC(=O)NC2CCCCC2)C1=O (configuration not stated)	1.4	53	-16%	17	i	-0.2%
24	O=C(O)C1C2C=CC(C2)C1C(=O)Nc1nccs1 (configuration not stated)	0.8	98	3%	55	i	0.0%

entry	NTR1 agonist	KOR beta-arrestin-1	HEK293 NOD2/NF-kB	GPR55 LPI antagonism	T cell HTS	KOR beta-arrestin-2
13	0.1	34%	11%	12%	i	-3.4%
14	0.6	-56%	-3%	-9%	i	0.1%
15	3.9	-56%	-4%	6%	i	3.6%
16	-1.2	/	9%	2%	i	6.1%
17	-0.5	32%	20%	19%	i	-2.6%
18	0.9	-21%	10%	-5%	i	-2.0%
19	1.7	25%	-97%	-8%	i	2.5%
20	18	-99%	43%	20%	i	7.1%
21	4.9	-159%[20 µM]	-104%	-14%	i	-3.9%
22	0.4	-91%	-88%	-2%	i	-0.4%
23	-1.0	7%	4%	9%	i	2.6%
24	-0.9	23%	8%	0%	i	-9.2%

Ordered by value in T cell HTS vesicle-bound % (low to high): some entries from above
item	smiles	Myeloid diff MLP GFP+ MAC1+ %	NOD1 NF-kB reporter	T cell HTS vesicle-bound %	GPR55 activation	KOR beta-arrestin-1	HEK293 NOD2/NF-kB	GPR55 LPI antagonism	T cell HTS	KOR beta-arrestin-2
18	Cc1cc(-c2nnc(SCC(=O)N3C(C)CCCC3C)o2)no1 (configuration not stated)	6.2	-17%	11	0.2%	-21%	10%	-5%	i	-2.0%
15	Cc1ccc(S(=O)(=O)N2CCC(=O)N(C(COCc3ccc(C(F)(F)F)cc3)Cc3ccccc3)CC2)cc1 (configuration not stated)	1.4	-25%	22	1.5%	-56%	-4%	6%	i	3.6%
21	O=C(Nc1ccc(N2CCCCCC2)cc1)c1ccccc1Cl	0.0	-34%	50	-0.1%	-159%[20 µM]	-104%	-14%	i	-3.9%

Additional structures.
entry	smiles	Myeloid diff MLP GFP+ MAC1+ %	NTR1 agonist cell count 20 µM	NOD1 NF-kB reporter	T cell HTS vesicle-bound %	Myeloid diff MLP	GPR55 activation
25	O=C(/C=C/c1ccc[nH]1)c1ccccc1	0.2	30	-36%	49	i	-0.3%
26	Cc1nc2ccccc2c(=O)n1/N=C/c1ccc(O)c(O)c1O	0.2	85	-10%	41	i	-0.2%
27	O=S1(=O)[C@H]2CC3O[C@]2(C[C@@H]3c2ccc(F)cc2)CN1Cc1ccc(Cl)cc1	1.2	60	3%	31	i	0.0%
28	CCN(CCn1cccn1)Cc1nc(Cc2cccc(F)c2)no1	0.4	45	-35%	34	i	-0.2%
29	COc1ccc(OC)c(Nc2nc(-c3ccc(O)c(O)c3)cs2)c1	0.0	49	-5%	56	i	-0.1%
30	Fc1ccc(CSc2nc3ccccc3[nH]2)cc1	5.2	67	-55%	19	i	-0.1%
31	CC1CCN(C(=O)CSc2nc3cccnc3n2C)CC1	1.0	54	22%	29	i	0.2%
32	O=C(Nc1ccc(N2CCCCC2)cc1)c1ccccn1	/	39	89%*	46	/	0.0%
33	O=C(NCc1cccs1)C1CCCN(C(=O)Nc2ccc(F)cc2)C1 (configuration not stated)	0.8	46	-18%	6	i	-0.2%
34	O=C(Cc1ccc2c(c1)OCCO2)N1CCN(c2ccccc2)CC1	2.9	61	-21%	32	i	0.5%
35	O=C(CCc1nnc(-c2ccccc2)o1)NC1CCCCC1	0.3	92	-8%	53	i	1.1%
36	COc1ccccc1NC(=O)CSc1nc2nccnc2c(=O)n1Cc1cccs1	0.0	55	6%	41	i	-0.1%
37	COCCNC(=S)N1CCC(NC(=O)C23CC4CC(CC(C4)C2)C3)CC1	0.2	82	-13%	42	i	-1.0%
38	CC(=O)OC1COC(n2c(O)c(N=NC(N)=S)c3ccccc32)C(OC(C)=O)C1OC(C)=O (configuration not stated)	0.4	69	-24%	39	i	-0.2%
39	CC(=O)Nc1c(O)nc(SCc2ccc(Cl)cc2)[nH]c1=O	0.8	69	-21%	38	i	-0.2%

entry	NTR1 agonist	KOR beta-arrestin-1	HEK293 NOD2/NF-kB	GPR55 LPI antagonism	T cell HTS	KOR beta-arrestin-2
25	0.4	1%	-47%	-4%	i	0.7%
26	0.3	7%	-4%	12%	i	3.4%
27	11	6%	-13%	12%	i	0.9%
28	1.7	-9%	-2%	8%	i	-1.3%
29	5.3	-3%	2%	-11%	i	-0.6%
30	0.3	-6%	-54%	5%	i	-1.2%
31	2.1	-19%	-7%	0%	i	2.6%
32	1.9	4%	70%*	5%	i	-3.6%
33	-0.7	-11%	-39%	-1%	i	8.7%
34	0.4	-11%	18%	9%	i	-5.8%
35	0.6	-24%	-60%	3%	i	6.6%
36	-0.4	-12%	26%	2%	i	19%
37	0.4	-6%	-7%	7%	i	3.6%
38	-0.3	6%	10%	-4%	i	-2.3%
39	2.4	19%	9%	6%	i	-1.4%
